High-throughput results as filed in PubChem BioAssay.
Tat export inh = E. coli Tat export inhibitors, primary screen, MC4100, TorA-mCherry reporter, fluorescence, single point; inhibition, % at 10 µM; 340,000 compounds, 0.036% hits; AID 488895, 2010;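 active = mean replicate inhibition at least 50% and at least half of replicates individually reaching 50%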;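 note: exported cargo escapes ClpAP degradation while cytoplasmic cargo is degraded and loses fluorescence; 0% = median of neutral control wells and 100% = median of NaSCN control wells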
PKA-R1A activ = activators of PKA-R1A holoenzyme, primary screen, biochemical, fluorescence polarization, Cy5-IP20, bovine R1A, mouse PKAc; 340,000 compounds, 0.083% hits; cAMP-dependent protein kinase type I-alpha regulatory subunit (Bos taurus) + …; PKA-R1A dissociation; scaled: DMSO 0%, 113 µM cGMP 100%; activation, % at 11.4 µM;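 active = percent activation above the mean of all tested compounds plus 3 SD, cut at about 19% in these data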;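 note: higher means more PKAc released from R1A so a rise in polarization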
PfHsp90 yeast 2 = growth inhibition of PfHsp90-expressing yeast, primary screen, antimalarial PfHsp90 inhibitor project, S. cerevisiae, BacTiter-Glo luminescence, single point, set 2 | AID 504621, 2011 | inhibition, % at 9.4 µM | 310,000 compounds, 0.32% hits | BacTiter-Glo ATP, 48 h; yeast lacking PDR1 and PDR3 efflux regulators;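 active = every replicate shows inhibition above about 80%, whatever the replicate mean, limit read from the data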;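 note: 0% = DMSO neutral controls and 100% = 20 µM radicicol positive controls; yeast relying on Plasmodium falciparum Hsp90 in place of its own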
MOR-DOR ag = agonists of OPRM1-OPRD1 heterodimerization, primary screen, cell-based, luminescence | Mu-type opioid receptor (Homo sapiens) + Delta-type opioid receptor (Homo sapiens), … | cells | activation, % at 9.3 µM | 340,000 compounds, 0.3% hits | AID 504326, 2011; in the data active = activation above about 18%;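 note: 0% = vehicle-treated cells and 100% = reference agonist; values of inactives mirror those of a sister screen read the other way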
SUMO Mot1 rescue = yeast Mot1-301 growth rescue at high temperature, primary screen, SUMOylation pathway inhibitor project, S. cerevisiae, ATP luminescence, 38.5C. S. cerevisiae Mot1-301 growth rescue; percent above DMSO median, 100 means doubled. growth rescue, % at 18.8 µM. 320,000 compounds, 1% hits. AID 2716, 2010;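 active = every valid replicate shows activation above 250% relative to neutral control wells; inactive = the rest, any valid replicate at or below 250%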;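 note: OY570 slx delta 5 strain wells were the positive control but not used for scaling; some compounds called inactive have numbers as strong as hits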
phage Ecoli inh = growth loss of phage-infected E. coli, primary screen, RecBCD inhibitor project, absorbance, with phage, HTS; inhibition, % at 11.9 µM; 360,000 compounds, 0.26% hits; in the data active = inhibition above about 11%
PKA-R2B act = activators of PKA-R2B holoenzyme, primary screen, biochemical, fluorescence polarization, Cy5-IP20, human; 340,000 compounds, 0.079% hits; cAMP-dependent protein kinase catalytic subunit beta (Homo sapiens) + cAMP-dependent …; PKA-R2B holoenzyme dissociation; R2B truncated from residue 108, S112A mutant; 0% DMSO only, 100% 113 µM cGMP; activation, % at 11.4 µM;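 active = activation above a cutoff set at the mean over all compounds plus 3 SD, cut at about 18% in these data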;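 note: higher means more holoenzyme dissociation and a rise in polarization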
Target sequence (P31323 whole entry, looked up, other chains not shown, the tested form may be a part): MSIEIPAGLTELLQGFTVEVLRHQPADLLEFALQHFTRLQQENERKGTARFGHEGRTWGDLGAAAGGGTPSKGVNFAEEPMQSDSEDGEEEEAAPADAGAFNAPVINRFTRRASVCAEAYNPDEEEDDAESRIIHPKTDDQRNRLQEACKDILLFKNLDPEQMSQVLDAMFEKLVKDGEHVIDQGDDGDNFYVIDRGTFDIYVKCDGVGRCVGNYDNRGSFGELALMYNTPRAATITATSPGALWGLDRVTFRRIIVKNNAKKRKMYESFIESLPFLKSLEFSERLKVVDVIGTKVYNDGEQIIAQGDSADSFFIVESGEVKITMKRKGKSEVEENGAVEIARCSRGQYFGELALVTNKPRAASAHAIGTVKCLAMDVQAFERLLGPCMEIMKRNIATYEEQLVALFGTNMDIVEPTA
OPRM1-OPRD1 inv = inverse agonists of MOR-DOR heterodimerization, primary screen, cell-based, luminescence; 340,000 compounds, 0.21% hits; AID 504357, 2011; inhibition, % at 9.3 µM; Mu-type opioid receptor (Homo sapiens) + Delta-type opioid receptor (Homo sapiens), …; cell-based MOR-DOR heterodimer luminescence, inverse agonism; in the data active = inhibition above about 22%, passing the limit was not always enough;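 note: 0% = cells with DMSO and 100% = wells without cells with DMSO; values of inactives mirror those of a sister screen read the other way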
HTR5A inv ag = HTR5A inverse agonists in luminescence cell assay, primary screen, counter-screen for OPRM1-OPRD1 heterodimer inverse agonist project, full-deck HTS; 5-hydroxytryptamine receptor 5A (Homo sapiens), P47898; HTR5A cell line, inverse agonism; 340,000 compounds, 0.083% hits; inhibition, % at 9.3 µM; in the data active = inhibition mostly above about 23%, no sharp cut-off; inactive = mostly below about 18%;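 note: 0% = cells with DMSO and 100% = no-cell wells with DMSO; some compounds called inactive have numbers as strong as hits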
Target sequence (P47898 whole entry, looked up): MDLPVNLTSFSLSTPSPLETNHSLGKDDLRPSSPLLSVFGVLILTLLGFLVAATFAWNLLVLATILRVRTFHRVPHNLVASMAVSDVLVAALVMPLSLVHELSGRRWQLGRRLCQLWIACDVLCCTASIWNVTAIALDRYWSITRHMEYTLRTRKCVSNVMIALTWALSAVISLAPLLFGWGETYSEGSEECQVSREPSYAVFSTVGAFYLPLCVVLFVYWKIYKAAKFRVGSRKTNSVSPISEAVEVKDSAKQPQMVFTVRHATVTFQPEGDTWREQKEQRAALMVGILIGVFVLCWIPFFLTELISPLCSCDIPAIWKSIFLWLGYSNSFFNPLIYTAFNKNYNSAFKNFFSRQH
E coli growth = E. coli V3065 growth inhibition, primary screen, counter-screen for AddAB inhibitor project, absorbance, OD600. 18 h. inhibition, % at 11.9 µM. AID 449728, 2010. 330,000 compounds, 0.27% hits;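 active = inhibition above the campaign's mean inhibition across all tested compounds plus 3 SD, cut at about 9.9% in these data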;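 note: uninfected addAB+ strain grown without phage in ampicillin broth; 0% = DMSO wells and 100% = ciprofloxacin 0.95 µg/ml wells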
AddAB inh = growth inhibition of E. coli expressing H. pylori AddAB, primary screen, AddAB inhibitor project, absorbance. inhibition, % at 11.9 µM. 330,000 compounds, 0.29% hits. AID 435030, 2010; in the data active = inhibition above about 12%;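 note: 0% = vehicle wells of infected cells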
* hit, by the source's call; / = no result given.

SMILES,Tat export inh,PKA-R1A activ,PfHsp90 yeast 2,MOR-DOR ag,SUMO Mot1 rescue,phage Ecoli inh,PKA-R2B act,OPRM1-OPRD1 inv,HTR5A inv ag,E coli growth,AddAB inh
CCCN(CCC)c1ncnc2c1cnn2-c1ccc(OC)cc1,-2,-1,7,4.1,-18,1.8,-15,-25,17,0.4,2.1
CCCCNc1nc2c(S(=O)(=O)c3ccccc3)nnn2c2ccccc12,-8,-6,-5,0.5,219,1.1,7,-3,-29,1.9,-2.7
CCOC(=O)Cc1csc(NC(=O)CSc2ncnc3c2cnn3-c2ccc(OC)cc2)n1,2,-9,13,1.1,-1,0.8,-13,-6,7,0.8,4.1
Cc1ccc(Cl)cc1N1CCN(C(=O)Cc2ccc(-n3c(=O)[nH]c4ccsc4c3=O)cc2)CC1,-4,-12,-4,1.0,-15,4.2,3,-6,9,-0.3,4.0
CC(=O)Oc1ccc(Nc2ccccc2)cc1,17,-7,7,2.6,/,0.7,5,-19,-5,2.7,2.9
CCCCOc1ccc(C(C)NC(=O)CCS(=O)(=O)Cc2ccc(C)cc2)cc1 (centres undefined),-5,-5,1,1.0,4,3.0,-11,-5,-5,-0.8,0.7
O=C(CSc1nnc(-c2ccccc2)o1)NC1CCCCC1,-10,-3,-38,-2.8,8,1.9,-7,16,-10,-2.3,-0.3
Cc1ccccc1Cn1c(=O)c2c(nc3n2CCN3Cc2ccco2)n(C)c1=O,-1,5,-27,/,/,-0.6,4,/,/,/,/
O=[N+]([O-])c1cc(C(F)(F)F)ccc1N1CCC(O)CC1,2,7,5,0.9,-7,2.1,-1,-5,4,0.0,2.3
Cc1ccc(S(=O)(=O)N2CCCCC2)cc1C(=O)N1CCCC1,1,5,6,-2.2,-8,-0.7,8,12,-29,0.3,2.1
COc1ccc(S(=O)(=O)NCC(c2cccnc2)N2CCN(Cc3ccccc3)CC2)cc1C (centres undefined),7,5,-12,4.5,1,1.5,14,-24,7,0.6,-0.7
CCCCCCCCCCCC(=O)NC(C(=O)O)C(O)c1ccccc1 (centres undefined),20,9,-7,-2.6,-17,3.1,3,12,6,-3.5,4.9
Cc1cccc(N2CCN(CC(=O)NCC3CCCCC3)CC2)c1C,14,-6,-16,6.0,26,0.6,3,-38,4,0.0,1.9
CCOC(=O)C1CCCN(C(=O)c2ccc(CS(=O)(=O)c3ccc(Br)cc3)o2)C1 (centres undefined),4,2,29,0.3,-10,2.7,3,-2,0,-0.1,5.8
CCCC(=O)N(Cc1cc2cccc(C)c2[nH]c1=O)c1ccccc1OC,-3,-6,-3,-0.9,-10,0.0,3,5,-5,-2.0,4.7
Cn1c(=O)n(C)c2cc(S(=O)(=O)N3CCN(c4ccccc4)CC3)ccc21,-7,-8,-3,-2.7,-3,-3.2,5,13,1,0.0,-0.1
COc1cc(C(=O)Oc2ccc(Br)cc2C(=S)N2CCOCC2)cc(OC)c1OC,7,5,0,0.0,-37,2.0,8,0,-9,1.8,3.0
CC(NC(=O)COC(=O)Cc1ccsc1)C1CC2CCC1C2 (centres undefined),12,-7,-13,2.8,287,2.9,7,-14,-9,1.3,2.2
Cc1[nH]c(=O)c(C#N)c2c1COC(C)(C)C2,-8,-8,-32,-1.7,-29,/,6,9,-4,0.8,3.1
CC(C)C(=O)Nc1ccc(C(=O)Nc2ccc(Br)cc2F)cc1,-2,4,-34,5.6,6,3.8,-6,-29,30,-1.4,2.1

For convenience, part of the list above.
SMILES,Tat export inh,PKA-R1A activ,PfHsp90 yeast 2,MOR-DOR ag,SUMO Mot1 rescue,phage Ecoli inh,PKA-R2B act,OPRM1-OPRD1 inv,HTR5A inv ag,E coli growth,AddAB inh
CCCN(CCC)c1ncnc2c1cnn2-c1ccc(OC)cc1,-2,-1,7,4.1,-18,1.8,-15,-25,17,0.4,2.1
CCCCNc1nc2c(S(=O)(=O)c3ccccc3)nnn2c2ccccc12,-8,-6,-5,0.5,219,1.1,7,-3,-29,1.9,-2.7
CCOC(=O)Cc1csc(NC(=O)CSc2ncnc3c2cnn3-c2ccc(OC)cc2)n1,2,-9,13,1.1,-1,0.8,-13,-6,7,0.8,4.1

The listing continues:
SMILES,Tat export inh,PKA-R1A activ,PfHsp90 yeast 2,MOR-DOR ag,SUMO Mot1 rescue,phage Ecoli inh,PKA-R2B act,OPRM1-OPRD1 inv,HTR5A inv ag,E coli growth,AddAB inh
Cc1ccc(C)c(OCCC(=O)OCC(=O)c2c(N)n(C)c(=O)n(C)c2=O)c1,3,-7,7,0.1,42,0.7,-2,-1,-6,0.1,5.8
CC(NC(=O)Nc1ccccc1O)(C(F)(F)F)C(F)(F)F,-3,0,-28,1.8,12,1.0,7,-8,-22,-2.8,0.7
Cc1[nH]n(-c2ccc([N+](=O)[O-])cc2)c(=O)c1C=NCCN1CCN(C(=O)c2ccccc2)CC1,-6,-8,60,-2.5,-56,5.0,9,16,-1,1.8,2.2
Cc1ccc(CNC(=O)CN2C(=O)NC3(CC(C)CC(C)(C)C3)C2=O)cc1 (centres undefined),-5,-3,4,1.2,/,1.5,-4,-5,-4,-0.9,0.6
CCOC(=O)/C(=C/c1ccc(OC(=O)c2ccncc2)cc1)C(C)=O,0,-6,-67,1.8,-5,2.1,-1,-10,15,0.8,-0.9
OCCC1CN(CCCc2ccccc2)CCN1Cc1ccc(F)cc1 (centres undefined),6,0,4,-3.1,-20,0.0,-6,16,-18,-0.5,1.3
COC(=O)c1ccc(CSc2nnc(C)s2)cc1,-8,-11,/,-0.5,6,1.2,1,2,2,2.3,4.7
CC(C)CCSc1nc2c(c(=O)[nH]c(=O)n2C)n1CCCc1ccccc1,14,-13,-6,7.7,21,2.3,5,-42,-1,-0.3,3.2
Cc1cnc(C(=O)Nc2nnc(C)s2)cn1,0,0,21,-2.3,57,2.7,-1,14,-12,-0.3,3.1
COC(=O)C1=C(C)N(c2ccc(Br)cc2)C(=O)/C1=C\c1ccco1,-3,3,22,0.1,11,3.0,0,0,-18,-1.6,-2.5
O=C(Cc1n[nH]c(=O)c2ccccc12)OCC(=O)c1ccc(F)c(F)c1,-2,-1,18,-0.2,119,2.7,-5,1,4,-1.0,0.8
Cc1cc2nc(C(F)(F)F)cc(-c3cccs3)n2n1,-2,8,1,0.7,417,3.0,4,-3,-8,-0.1,3.2
CC(NS(=O)(=O)c1ccccc1)C(c1cccs1)N1CCN(C)CC1 (centres undefined),1,5,26,-1.1,54,2.8,0,6,9,-6.1,-1.5
Cc1cccc(NC(=S)NC23CN4CN(CN(C4)C2)C3)c1C,2,-5,35,-2.6,-14,4.2,1,13,4,3.2,2.6
CS(=O)(=O)N(CC(=O)NCC1CCCO1)c1ccc(Cl)c(Cl)c1 (centres undefined),-2,11,/,1.0,-1,1.7,3,-6,-18,-0.4,4.5
Cn1c(=S)ccc2ccccc21,0,-6,-26,-2.4,22,0.1,-1,12,10,-1.7,-0.4
O=C(COC(=O)c1cc([N+](=O)[O-])ccc1NCCO)Nc1cccc(S(=O)(=O)N2CCCC2)c1,1,-5,/,-2.1,-20,1.9,-15,11,10,0.2,1.7
CCOc1ccccc1NC(=S)N1CCN(c2nc(-c3ccc(F)cc3)cs2)CC1,0,13,7,1.4,-5,2.8,-11,-7,-8,1.2,0.3
O=C(CN1CCOCC1)NCc1ccccc1,-4,3,13,-1.5,-2,/,-9,8,-14,-0.4,0.4
CNC(=S)N=Nc1c(O)[nH]c2ccc(C(C)C)cc12,-10,10,-40,4.5,3,3.0,0,-23,9,-4.0,-5.0

Fetched by compound from the entries so far:
SMILES,Tat export inh,PKA-R1A activ,PfHsp90 yeast 2,MOR-DOR ag,SUMO Mot1 rescue,phage Ecoli inh,PKA-R2B act,OPRM1-OPRD1 inv,HTR5A inv ag,E coli growth,AddAB inh
CNC(=S)N=Nc1c(O)[nH]c2ccc(C(C)C)cc12,-10,10,-40,4.5,3,3.0,0,-23,9,-4.0,-5.0
COC(=O)C1=C(C)N(c2ccc(Br)cc2)C(=O)/C1=C\c1ccco1,-3,3,22,0.1,11,3.0,0,0,-18,-1.6,-2.5
Cc1[nH]n(-c2ccc([N+](=O)[O-])cc2)c(=O)c1C=NCCN1CCN(C(=O)c2ccccc2)CC1,-6,-8,60,-2.5,-56,5.0,9,16,-1,1.8,2.2

Continuation.
SMILES,Tat export inh,PKA-R1A activ,PfHsp90 yeast 2,MOR-DOR ag,SUMO Mot1 rescue,phage Ecoli inh,PKA-R2B act,OPRM1-OPRD1 inv,HTR5A inv ag,E coli growth,AddAB inh
Cc1ccc(SCC(=O)NCc2ccncc2)cc1,7,-6,-19,-1.3,3,1.8,-7,7,-3,-1.1,5.0
CSc1ccccc1NC(=O)c1cc(Cl)sc1Cl,4,-1,-14,2.4,18,1.3,5,-11,-9,-0.9,0.2
COC(=O)CSc1nnc(SCc2ccc(OC)cc2)s1,2,1,-83,-0.9,-15,0.9,2,5,14,-1.0,3.7
CCN(CC)S(=O)(=O)c1ccc(-c2nnc(SCc3nnc(-c4ccc(C)cc4)o3)n2CC)cc1,18,-1,28,-1.7,5,1.6,-5,8,15,1.0,-1.4
C=CCn1c(SC(C)C(=O)NCCC2=CCCCC2)nc2ccccc2c1=O (centres undefined),-10,-2,14,5.0,5,1.9,0,-30,-16,-1.4,-2.4
CCOC(=O)C1=C(N)Oc2cc(O)ccc2C1c1cccnc1 (centres undefined),0,1,-20,1.5,-2,2.3,1,-7,-16,-1.6,2.1
CCOc1ccc2nc(NC(=O)c3cc([N+](=O)[O-])ccc3N3CCOCC3)sc2c1,-2,-6,6,0.2,/,0.6,10,-2,-1,-2.9,-1.2
COc1ccc(OC)c(NC(=O)c2c3c(nc4ccccc24)CCC3)c1,-7,-5,-15,-2.8,-4,/,-11,15,2,-0.3,0.1
CCn1cc(C(=O)NC2CCCCC2C)c(=O)c2ccc(C)nc21 (centres undefined),2,-2,-7,-1.2,0,2.0,-8,7,12,1.9,6.8
CN(C)c1cccc(C(=O)NCC2CCCO2)c1 (centres undefined),1,-14,25,-3.0,-5,0.1,5,14,-50,4.5,1.9
N#Cc1ccc(N2CCCNCC2)nc1,-2,8,6,-0.8,-13,1.4,-2,4,-1,-3.8,-1.0
